HEK293 cAMP ctrl = raises cAMP in parental HEK293 cells, TSHR agonist counter-screen; parental HEK293 CNG cAMP sensor, membrane potential fluorescence; Potency, µM (series often up to 57.1 µM), inactives show at the top dose activation, actives largely listed as activators; 73,000 tested, 2.5% active; AID 938; further: potency means the concentration at half of the fitted maximal effect; % of control where 0% means no effect; nearly all actives have a fitted effect of over 55% in size
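Parental HEK 293 cells stably expressing a cAMP-gated CNG channel were loaded with membrane potential dye containing 100 uM RO 20-1724 for 60 min. Compound added for 30 min; depolarization read as fluorescence intensity at 590 nm.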
GFP derepression = epigenetic GFP locus derepression in mouse cells. Potency, µM (top dose mostly 46.1 µM), inactives show at the top dose GFP derepression (activation). mouse C127i GFP locus derepression, cytometry, 30 h. 68,000 tested, 0.09% active; further: % of control where 0% means no effect
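Locus derepression in mouse mammary C127i cells whose integrated CMV-GFP reporter is normally silent; GFP expression after 30 h compound treatment was quantified by counting fluorescent cells.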
Caspase-1 inhib = caspase-1 (human) inhibition, allosteric or competitive | Caspase-1 enzyme, Ac-WEHD-AFC fluorogenic rate | 75,000 tested, 0.03% active | AID 900 | Potency, µM (doses to about 57.5 µM), for inactives: at the highest dose activity change, negative = inhibition, actives largely listed as inhibitors | P29466;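 further: potency means the concentration at half of the fitted maximal effect; plate controls were vehicle for no effect and no substrate for full effect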
Target sequence (P29466 120-297 limits assumed): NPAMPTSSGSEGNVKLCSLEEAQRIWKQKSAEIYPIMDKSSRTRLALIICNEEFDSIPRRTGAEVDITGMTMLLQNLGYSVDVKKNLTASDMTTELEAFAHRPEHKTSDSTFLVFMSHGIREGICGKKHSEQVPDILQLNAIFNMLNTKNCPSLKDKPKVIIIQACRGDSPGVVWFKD
Target sequence (P29466 317-404 limits assumed): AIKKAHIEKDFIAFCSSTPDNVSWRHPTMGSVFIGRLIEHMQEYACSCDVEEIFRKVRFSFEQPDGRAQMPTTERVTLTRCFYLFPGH
USP2a inh = blocks human ubiquitin-specific protease USP2a; O75604; USP2a enzymatic assay, qHTS inhibition; Potency, µM (series often up to 38.3 µM), for the others: at the top dose activity change, negative = inhibition, actives largely listed as inhibitors; 60,000 tested, 0.1% active; AID 927;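 further: potency means the concentration at half of the fitted maximal effect; nearly all actives have a fitted effect of over 60% in size; plate controls were DMSO for no effect and NEM full inhibition control for full effect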
Target sequence (O75604 whole entry, looked up): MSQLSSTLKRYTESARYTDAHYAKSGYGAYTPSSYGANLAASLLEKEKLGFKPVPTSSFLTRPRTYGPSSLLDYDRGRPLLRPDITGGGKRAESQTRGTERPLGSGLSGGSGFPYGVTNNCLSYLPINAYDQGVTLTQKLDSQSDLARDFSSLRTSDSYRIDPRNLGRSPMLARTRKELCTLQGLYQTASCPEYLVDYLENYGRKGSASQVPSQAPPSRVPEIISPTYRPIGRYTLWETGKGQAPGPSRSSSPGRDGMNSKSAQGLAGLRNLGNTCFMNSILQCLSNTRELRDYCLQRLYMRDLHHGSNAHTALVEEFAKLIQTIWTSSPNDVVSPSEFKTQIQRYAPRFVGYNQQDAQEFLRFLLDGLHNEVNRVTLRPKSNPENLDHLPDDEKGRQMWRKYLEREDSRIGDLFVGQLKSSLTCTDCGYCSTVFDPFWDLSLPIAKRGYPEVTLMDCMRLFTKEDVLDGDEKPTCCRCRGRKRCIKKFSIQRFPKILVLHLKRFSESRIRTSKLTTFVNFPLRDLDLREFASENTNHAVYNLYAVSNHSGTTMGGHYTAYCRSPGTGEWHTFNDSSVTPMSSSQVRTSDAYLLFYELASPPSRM
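Coupled readout: USP2-cleaved Ub-PLA2 (20nM final) turns over NBD C6-HPC (20uM final), Ex 460nm/Em 535nm after 2.5 h, time-zero read flagging artifacts. Enzyme (20nM final, pH 8.0 Tris) given 30 min RT with compound first; NEM defines full inhibition.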
Caspase-7 inhib = allosteric or competitive inhibitors of human caspase-7; P55210; recombinant caspase-7, Ac-DEVD-AFC fluorescence rate; Potency, µM (top dose mostly 57.5 µM), inactives show at the highest dose activity change, negative = inhibition, most hits filed as inhibitors; 75,000 tested, 0.02% active; active means well fitted inhibition curve with a large enough effect in the main read-out, with a control signal flat, not every such curve was filed as active; inconclusive means small, poorly fitted or top-dose-only effect, or a change in a side signal; further: potency means the concentration at half of the fitted maximal effect; % of control where 0% means no effect
BRCT PPI green = inhibitors of human BRCA1 BRCT-phosphoprotein interaction (green fluorophore) | P38398 | BRCA1 BRCT-phosphopeptide binding, green fluorescence polarization | Potency, µM (top dose mostly 76.9 µM), for inactives: at the highest dose activity change, negative = inhibition, actives largely listed as inhibitors | 75,000 tested, 0.05% active | AID 875;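 further: potency means the concentration at half of the fitted maximal effect; plate controls were peptide without protein for full effect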
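Fluorescence polarization: His-tagged BRCT (~35 kDa BRCA1 C-terminus, 250 nM) bound to 100 nM fluorescein-labeled phosphorylated 10-aa BACH1 peptide, pH 7.3 phosphate buffer with DTT and Tween 20. Compounds incubated 12 min at room temperature; inhibition read as lowered polarization.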
BRCT PPI red = disrupts BRCA1 BRCT binding to phosphoprotein, red fluorophore readout; P38398; BRCT-phosphopeptide binding, red fluorescence polarization; Potency, µM (titrated, usually from 76.9 µM), for inactives: at the highest dose activity change, negative = inhibition, hits mostly inhibitors; 75,000 tested, 0.03% active; AID 892; further: on the % scale 0 is the no-effect control and ±100 the full control effect
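Rhodamine-labelled pBACH1 10-mer (100 nM) bound to BRCT domain (100 nM) at pH 7.3; compounds incubated 12 min room temperature, polarization read. Free peptide defines full inhibition; unlabelled decapeptide titrated as control.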
A350 autofl = A350 region autofluorescence; Compound autofluorescence, 340/450 nm, Alexa 350 dye-equivalents; active compounds read high; max dye-equivalent concentration, M; 59,000 tested, 11% active; in the data active means max dye-equivalent concentration above about 10 nM; inconclusive means mostly about 1.1 nM to 9.6 nM
UbGFP stabilizer = inhibits proteasome, raising ubiquitin-GFP reporter fluorescence; AID 526; Potency, µM (titrated, usually from 45.9 µM), without a hit: at the top dose activation (GFP accumulation), actives largely listed as activators; Ubiquitin-GFP reporter cells, proteasome inhibition, GFP fluorescence; response scale: untreated = 0%, 10 µM MG-132 = 100%; 67,000 tested, under 10 active; active means well fitted activation curve with a large enough effect, not every such curve was filed as active; inconclusive means small, poorly fitted or top-dose-only effect, or another doubt; inactive means no such curve, though single readings can be large or run the other way; further: potency means the concentration at half of the fitted maximal effect
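Reporter cells (U2OS, ubiquitin-G76V-GFP fusion) are plated overnight, then treated 4 hr at 37 °C with compound titrations from 46 uM down to 2.9 nM. Activity is scaled against untreated cells and 10 uM MG-132.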
4-MU autofl = 4-MU region autofluorescence; compound autofluorescence, 340/450 nm, 4-MU equivalents; active compounds read high; max dye-equivalent concentration, M; 59,000 tested, 11% active; in the data active means max dye-equivalent concentration above about 10 nM; inconclusive means mostly about 1.1 nM to 9.6 nM
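Compounds in 100 mM Tris, pH 8.0, incubated 15 min at room temperature, then fluorescence read at 340 nm excitation/450 nm emission. Signal converted to 4-MU dye-equivalent concentration using an on-plate six-point 4-MU standard curve.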
Fluorescein fluor = fluorescein region autofluorescence; max fluorescein-equivalent concentration, M; AID 593; 59,000 tested, 0.91% active; Compound autofluorescence, 480/540 nm, fluorescein-equivalent; active compounds read high; in the data active means max fluorescein-equivalent concentration above about 10 nM; inconclusive means between about 1.1 nM and that limit
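Fluorescein stocks ranging 3 mM down to 300 nM, plus DMSO blanks, were pinned alongside compounds to build a per-plate standard curve. Buffer: 100 mM Tris, pH 8.0. Incubation 15 min, room temperature; filters 480/540 nm.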
Active calls of the source: *; i = inactive; ? = inconclusive; / = no result given; [ ] = another dose, or the depositor's remark. Unless noted, the call rests on the fitted dose curve; in most records, active means well fitted curve in the direction sought with a large enough effect; inconclusive means small, poorly fitted or top-dose-only effect, or another doubt; inactive means no such curve, though single readings can be large; an effect the other way counts as inactive or inconclusive. Only part of the results is shown. The share of hits here may be higher or lower than overall.

Start of the data: the first two compounds (preview)
Every second line gives: HEK293 cAMP ctrl | GFP derepression | Caspase-1 inhib | USP2a inh | Caspase-7 inhib | BRCT PPI green | BRCT PPI red | A350 autofl | UbGFP stabilizer | 4-MU autofl | Fluorescein fluor
- c1ccc(CN2CCC3(CC2)Nc2ccccc2CO3)cc1
 : 15% | -8% | 3% | 2% | 0% | -1.1% | 0.6% | i | 0% | i | i
- CCc1nnc(NC(=O)CSc2nnc(C)n2CC2CCCO2)s1 (stereo not drawn)
 : 13% | -3% | 1% | -5% | -1% | 0.1% | 1.5% | i | 3% | i | i

The list itself, from the first entry:
Every second line gives: HEK293 cAMP ctrl | GFP derepression | Caspase-1 inhib | USP2a inh | Caspase-7 inhib | BRCT PPI green | BRCT PPI red | A350 autofl | UbGFP stabilizer | 4-MU autofl | Fluorescein fluor
- c1ccc(CN2CCC3(CC2)Nc2ccccc2CO3)cc1
 : 15% | -8% | 3% | 2% | 0% | -1.1% | 0.6% | i | 0% | i | i
- CCc1nnc(NC(=O)CSc2nnc(C)n2CC2CCCO2)s1 (stereo not drawn)
 : 13% | -3% | 1% | -5% | -1% | 0.1% | 1.5% | i | 3% | i | i
- Cc1ccc(C(C)C)c(OCC(=O)OCc2c(C)noc2C)c1
 : -8% | 5% | -2% | -3% | -1% | 1.2% | 0.0% | i | -2% | i | i
- COC(=O)c1ccc(CSc2nnc(NCc3ccccc3)s2)o1
 : 17% | 0% | -6% | 5% | -2% | 1.0% | -0.2% | i | -3% | i | ?
- CCOC(=O)N1CCN(C(=O)CCS(=O)(=O)c2ccc(Br)s2)CC1
 : 1% | -2% | 1% | -7% | 0% | -0.6% | -0.9% | i | 4% | i | i
- COc1cc2c(cc1NC(=O)CSc1nnnn1-c1ccccc1)oc1ccccc12
 : -3% | -3% | -3% | 20% | 3% | -5.1% | 2.1% | i | -3% | i | ?
- Cc1nc2cnc(N(C)C)nc2n(Cc2cccs2)c1=O
 : 6% | 0%[9.22 µM] | ? | 37% | -25% | -5.3% | 0.6% | 3e-08M* | -8% | 2.4e-08M* | ?
- CCOC(=O)c1cc(C)sc1N1C(=O)C2C3C=CC(C3)C2C1=O (stereo not drawn)
 : 7% | 0% | 0% | 6% | -1% | -1.0% | -2.7% | i | -4% | i | i
- COC(=O)c1cccc(NC(=O)C2COc3ccccc3O2)c1C (stereo not drawn)
 : 4% | / | -1% | / | 0% | -1.1% | -0.1% | / | / | / | /
- O=C1CC(N2CCOCC2)C(=O)N1c1ccc2c(c1)OCO2 (stereo not drawn)
 : 0% | 0% | 1% | -2% | -1% | -0.2% | 0.3% | i | 1% | i | i
- COc1ccc(OCC(O)COc2ccc(OC)cc2)cc1
 : 6% | 3% | 0% | 11% | 0% | -0.1% | -2.0% | ? | -4% | i | ?
- COc1ccc(CNC(=O)Cc2nn(C)c(=O)c3ccccc23)cc1
 : 21% | -2% | -1% | 11% | 0% | -2.2% | -1.6% | i | 4% | i | i
- CCOc1ccc(Cc2nn[nH]n2)cc1
 : 3% | -3% | 0% | -3% | 1% | -2.7% | -0.4% | i | 3% | i | i
- Clc1ccc(Cn2ncc3c(N4CCOCC4)ncnc32)cc1
 : -10% | 0% | 0% | 10% | 0% | -0.5% | -0.9% | i | -5% | i | i
- COc1ccccc1-c1cc(C(=O)NCc2ccc(Cl)cc2)no1
 : 10% | 0% | 0% | -19% | -3% | -2.3% | -1.1% | i | -11% | i | i
- CC(=O)N1[C@H](Cc2ccccc2)C=C[C@]1(C)C(=O)NCCN1CCOCC1
 : 6% | / | 1% | / | -2% | -4.0% | -0.9% | / | / | / | /
- CCOc1cc2[nH]c(=O)n(CCC(=O)NCCc3ccccc3)c(=O)c2cc1OCC
 : -2% | 2% | 1% | 13% | 1% | -1.6% | 0.2% | 1.5e-08M* | -4% | 1.4e-08M* | i
- C=C(C)C(O)C(CC/C=C(\C)C(=O)OCC)OC (stereo not drawn)
 : 5%[11.4 µM] | / | 0%[11.5 µM] | / | -1%[11.5 µM] | -4.5%[15.4 µM] | -0.2%[15.4 µM] | / | / | / | /
- Brc1ccc(OCCn2ccnc2)cc1
 : 9% | -6% | -1% | 1% | -1% | -1.7% | 1.5% | / | 3% | / | /
- COc1ccc(CCNC(=O)Cn2nnc(-c3cccc(OC)c3OC)n2)cc1OC
 : -5% | 0% | -1% | 13% | 0% | -0.8% | -0.1% | ? | -1% | i | ?
- CC1=C(C#N)C(=O)N(C)C(C)(C)C1
 : 8% | -3% | -1% | -5% | 1% | -4.9% | 0.8% | i | 3% | i | ?
- O=S(=O)(NCc1cn2ccsc2n1)c1cccs1
 : -14% | 6% | 1% | -5% | 1% | -2.0% | -0.6% | i | 7% | i | i
- O=C(C1CCCN(S(=O)(=O)c2ccc(Br)s2)C1)N1CCCCCC1 (stereo not drawn)
 : ? | 6% | 0% | 4% | 0% | -5.9% | -2.8% | i | -2% | i | ?
- O=C(O)c1ccc(OCC(O)Cn2cnc3ccccc32)cc1 (stereo not drawn)
 : 2% | 0% | 0% | -4% | -1% | 1.3% | 0.8% | i | -1% | i | i
- CCOc1ccccc1COC(=O)c1cccc(-n2cnnn2)c1
 : ? | -1% | -3% | 6% | -3% | -0.5% | 2.3% | i | 0% | i | ?
- C=CCn1c(Sc2nncn2C)nc2c1c(=O)[nH]c(=O)n2C
 : 3% | -1% | 0% | -5% | 0% | -1.0% | -2.1% | i | -2% | i | i
- CSc1nc(N)c2ncn([C@@H]3O[C@@H](COP(=O)(O)OP(=O)(O)OP(=O)(O)O)[C@@H](O)[C@H]3O)c2n1
 : 10% | -3% | 1% | -2% | 1% | -0.9% | 1.0% | ? | 3% | ? | i
- NC(=O)C1CCN(CC(=O)N2c3ccccc3CCc3ccccc32)CC1
 : -2% | -2% | -3% | 3% | -2% | 1.0% | -1.6% | ? | 1% | ? | ?
- CCOC(=O)N1CCC(NC(=O)c2sc(-n3cccc3)nc2C)CC1
 : -1% | -2% | 1% | 4% | 0% | -0.7% | 1.7% | i | -12% | i | i
- COc1ccc(C2=NOC(C(=O)NC(C)(C)C)C2)cc1 (stereo not drawn)
 : -6%[2.29 µM] | 2% | 1% | 2% | -1% | 0.7% | 0.1% | i | 4% | i | i
- CCCOc1ccc(C(=O)c2nc3c(n2O)CCCC3)cc1
 : 19% | 1% | -1% | 7% | -2% | 1.0% | -0.5% | i | 4% | i | i
- Nc1cc(Cl)ccc1N1CCOCC1
 : 3% | 3% | 2% | 3% | -1% | -1.1% | -1.2% | i | 3% | i | i
- CCOc1ccc(C(c2nnnn2Cc2ccccc2)N2CCN(C(=O)c3ccco3)CC2)cc1 (stereo not drawn)
 : ? | 0% | -4% | / | -1% | 0.7% | -2.2% | i | 1% | i | i
- CCC(C)(C(=O)NC1CCCCC1)N(C(=O)C1CCC(=O)N1)c1ccc(C)cc1 (stereo not drawn)
 : 9% | -1% | 0% | 6% | 0% | -1.4% | 0.1% | i | -5% | i | i
- Cc1cnc2cc(Cl)ccc2c1SCC(=O)O
 : -6%[11.4 µM] | 0%[9.22 µM] | 4%[11.5 µM] | / | 1%[11.5 µM] | 1.1%[15.4 µM] | -1.5%[15.4 µM] | i | 9%[9.17 µM] | i | i
- CCOC(=O)Nc1cc(=O)c2ccccc2o1
 : 4%[11.4 µM] | 0% | 0% | 2%[7.66 µM] | 3% | 1.9% | -1.7% | / | ? | / | /
- CCOC(=O)c1cccc(NC(=O)C2CCCN(S(=O)(=O)c3cnc[nH]3)C2)c1 (stereo not drawn)
 : 6% | 0% | 0% | / | -2% | -1.1% | -0.9% | / | -1% | / | /
- CCC(=O)c1ccc(OCC(O)CN2CC(C)OC(C)C2)cc1 (stereo not drawn)
 : -5% | -3% | 2% | 2% | -5% | 0.5% | -1.1% | i | -4% | i | ?
- N#CCSc1nc2ccccc2c(=O)n1-c1ccccc1
 : 5% | 0% | 1% | -5% | -1% | -2.4% | -0.3% | i | 0% | i | ?
- C=CCN(C1CCCCC1)S(=O)(=O)c1ccc2c(c1)oc(=O)n2C
 : 3% | -2% | -3% | / | 0% | 1.5% | 1.1% | / | 6% | / | /

Some of the entries above, reformatted.
mol | HEK293 cAMP ctrl | GFP derepression | Caspase-1 inhib | USP2a inh | Caspase-7 inhib | BRCT PPI green | BRCT PPI red | A350 autofl | UbGFP stabilizer | 4-MU autofl | Fluorescein fluor
N#CCSc1nc2ccccc2c(=O)n1-c1ccccc1 | 5% | 0% | 1% | -5% | -1% | -2.4% | -0.3% | i | 0% | i | ?
CCOC(=O)Nc1cc(=O)c2ccccc2o1 | 4%[11.4 µM] | 0% | 0% | 2%[7.66 µM] | 3% | 1.9% | -1.7% | / | ? | / | /
CCC(C)(C(=O)NC1CCCCC1)N(C(=O)C1CCC(=O)N1)c1ccc(C)cc1 (stereo not drawn) | 9% | -1% | 0% | 6% | 0% | -1.4% | 0.1% | i | -5% | i | i
Cc1cnc2cc(Cl)ccc2c1SCC(=O)O | -6%[11.4 µM] | 0%[9.22 µM] | 4%[11.5 µM] | / | 1%[11.5 µM] | 1.1%[15.4 µM] | -1.5%[15.4 µM] | i | 9%[9.17 µM] | i | i

Assay outcomes (PubChem)
